NPYLR7 ag: agonists of mosquito NPYLR7 receptor, primary screen, cell-based, Aedes aegypti, calcium fluorescence, mosquito biting behavior. HEK293T NPYLR7/Galpha15, GCaMP6s calcium fluorescence. activation, % at 10 µM. actives 0.15% (n = 270,000). AID 1259423, 2018; in the data active means activation above about 40%;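 further: 0% = vehicle and 100% = reference agonist at the receptor; some compounds past the cut are filed as inactive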
mcGAS lum: cyclic GMP-AMP synthase inhibitors, mouse, primary biochemical chemiluminescence; Q8C6L5; recombinant cGAS, Kinase-Glo ATP depletion luminescence; inhibition, % at 12.5 µM; actives 0.15% (n = 160,000);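 further: 0% = negative control wells and 100% = reference inhibitor with no enzyme activity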
hcGAS lum: Primary biochemical luminescence assay for human cyclic GMP-AMP synthase inhibitors; Q8N884; actives 0.081% (n = 290,000); recombinant h-cGAS, ATP depletion, Kinase-Glo luminescence; inhibition, % at 12.5 µM; AID 1259398, 2018;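 further: 0% = vehicle reaction and 100% = reaction without DNA for no activity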
Target sequence (Q8N884 whole entry, looked up): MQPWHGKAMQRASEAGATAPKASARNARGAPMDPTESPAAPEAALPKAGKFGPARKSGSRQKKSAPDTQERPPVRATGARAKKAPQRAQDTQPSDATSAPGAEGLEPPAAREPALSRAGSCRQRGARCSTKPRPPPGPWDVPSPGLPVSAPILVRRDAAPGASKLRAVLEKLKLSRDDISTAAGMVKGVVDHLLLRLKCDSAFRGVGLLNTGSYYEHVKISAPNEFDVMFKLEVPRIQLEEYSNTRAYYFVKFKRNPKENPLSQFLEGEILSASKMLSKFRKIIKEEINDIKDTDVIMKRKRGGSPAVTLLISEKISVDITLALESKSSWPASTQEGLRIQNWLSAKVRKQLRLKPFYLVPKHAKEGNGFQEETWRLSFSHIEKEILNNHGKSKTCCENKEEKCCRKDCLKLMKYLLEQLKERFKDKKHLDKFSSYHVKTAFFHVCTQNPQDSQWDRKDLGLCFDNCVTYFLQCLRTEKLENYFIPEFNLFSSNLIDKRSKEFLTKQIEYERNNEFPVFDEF
An asterisk follows results filed as active; . = no result given; & = joins results of further samples. Unless noted, no stated cut-off is given here; in the data, active means inhibition above about 40%; inactive means the rest.

Preview (four entries):
Results follow in this order: NPYLR7 ag	mcGAS lum	hcGAS lum
> CN(CCCc1nccn1C)C1CCC2(CCNCC2)CC1
  10	.	-3
> COCCN(Cc1cccs1)CC(O)Cc1ccccc1 (centres undefined)
  5	-5	-6
> COCCNc1cc(-c2cc(C)c(C)[nH]c2=O)c2cc[nH]c2n1
  4	-9	-4
> CC(C)CCNc1ncnc2c1nc1n2CCCCC1
  5	.	4

The whole of this part, previewed entries included:
Results follow in this order: NPYLR7 ag	mcGAS lum	hcGAS lum
> CN(CCCc1nccn1C)C1CCC2(CCNCC2)CC1
  10	.	-3
> COCCN(Cc1cccs1)CC(O)Cc1ccccc1 (centres undefined)
  5	-5	-6
> COCCNc1cc(-c2cc(C)c(C)[nH]c2=O)c2cc[nH]c2n1
  4	-9	-4
> CC(C)CCNc1ncnc2c1nc1n2CCCCC1
  5	.	4
> COc1cccc(OCC2c3ccsc3CCN2C(=O)CN(CC2CC2)S(=O)(=O)c2ccc(C)cc2)c1 (centres undefined)
  -1	-4	-1
> O=C(c1cc(F)ccc1F)C1CCCN(C(=O)Cc2ccc3c(c2)OCO3)C1 (centres undefined)
  9	-9	-7
> CCc1ccc(NC(=O)Nc2ccc(N3CCCC3)c(C(=O)NC(C)c3ccccc3)c2)cc1 (centres undefined)
  16	-7	-6
> O=C(c1ccc(Cl)cc1)N1CCCC(C(=O)N2CCCC2c2cccs2)C1 (centres undefined)
  -6	.	-14
> C=CCc1cc(CN2CCCC2c2nc(C)no2)cc(OC)c1OC(C)C (centres undefined)
  0	.	-10
> CS(=O)(=O)N1CCC(C(=O)NCCn2ncc3c(N4CCCCCC4)ncnc32)CC1
  -1	-8	-10
> O=C1C(Cl)=C(NCc2ccccc2Cl)C(=O)N1C1CCCCC1
  2	.	-4
> COCCN(CC(=O)N(CCc1c[nH]c2ccccc12)Cc1ccc(OC)c(OC)c1)C(=O)C12CC3CC(CC(C3)C1)C2
  0	-3	-6
> COCCN(Cc1ccccc1OS(=O)(=O)c1ccc(NC(C)=O)cc1)C(=O)c1cccc(F)c1
  -2	-7	-7
> O=C(Nc1ccc(N2CCCC2)c(C(=O)NCc2ccccc2)c1)Nc1ccccc1F
  8	-10	-1
> COc1cccc(Cn2ccnc2CN(CC2CC2)C(=O)c2ccc(F)cc2)c1
  3	-5	10
> Cc1ccncc1-c1cccc2ccnn12
  9	.	-5
> CCc1c(NC(=O)COC)n[nH]c1-c1ccc(Br)cc1
  -2	-16	-5
> Cc1ccc(-c2nc3cc(C)ccn3c2NC(=O)C(C)Cl)cc1 (centres undefined)
  -4	-5	-4
> Fc1ccccc1-c1cnn2c(NCc3ccc4c(c3)OCO4)ccnc12
  -4	-3	-5
> COCCN(CC(=O)N1CCc2sccc2C1COc1ccccc1F)C(=O)NC(C)C (centres undefined)
  9	-5	-5
> COC(=O)C1CCN(S(=O)(=O)c2ccc(Br)s2)CC1
  9	.	-3
> CN1CCN(c2ccccc2NC(=O)c2cc(Cl)sc2Cl)CC1
  3	.	-3
> Cc1ccc(CN(C)C(=O)C(C)n2ccnc2C(C)C)o1 (centres undefined)
  -7	-11	-3
> N#Cc1cccc(NC(=O)Nc2nn(Cc3ccc(COc4ccc5c(c4)OCO5)cc3)c3ccc(C(F)(F)F)cc23)c1
  14	-2	1
> O=C(Cn1nc(-c2ccccc2)c2sc(N3CCOCC3)nc2c1=O)c1ccc2c(c1)OCCO2
  -5	-10	-6
> CC(=O)N1CCc2nc(C)nc(NCCCc3ccccn3)c2CC1
  -3	.	5
> Cc1ccc(-c2ccc(=O)n(CCNC(=O)Nc3cccc(C)c3)n2)cc1
  -6	-7	-1
> O=C1C(C(c2ccc(F)cc2)N2CCCCC2)Sc2nc(-c3ccco3)nn21 (centres undefined)
  7	3	3
> COc1ccc(-n2nnc3c(N4CCN(C(=O)CCC5CCCC5)CC4)ncnc32)cc1
  -5	-9	-7
> C(=Nc1nc2ccccc2s1)Nc1nc2ccccc2s1
  24	.	-7
> CCCN(C(=O)CN1CCC(=O)NC1=O)c1cccc2ccccc12
  1&7	-14	-7&-7
> Cc1ccc(-c2ccc(OCCNS(=O)(=O)c3ccc(F)cc3)nn2)cc1
  1	-11	-6
> CSc1cccc(C(=O)N(CCn2cccn2)c2nc3c(Cl)cccc3s2)c1
  -17	-7	-2
> CCc1nn(-c2nc3c(C)cccc3s2)c(N)c1C#N
  1	.	-8
> COc1ccc(CCOc2nc(-c3ccco3)n(-c3cccc(NC(=O)Nc4ccc(F)cc4F)c3)n2)cc1
  .	2	4
> NC(=O)c1noc(CN2CCCC(CCc3ccccc3F)C2)n1 (centres undefined)
  -3	.	-9
> O=C(CSc1nc(=O)[nH]c2c1CCCC2)c1ccccc1
  1	-9	-3
> O=C(CC1CC2CCC1C2)Nc1nc(-c2ccc(Cl)s2)cs1 (centres undefined)
  -2	-6	6
> Cc1ccc(S(=O)(=O)N2CC(O)CC2C(=O)O)cc1C (centres undefined)
  -1	0	-1
> COc1ccc(Cl)cc1NS(=O)(=O)c1cc(Cl)ccc1Cl
  10	.	-6
> CCN1C(=O)C(=Cc2c(NC(C)c3ccccc3)nc3c(C)cccn3c2=O)SC1=S (centres undefined)
  0	-1	5
> Cc1cccc(CSc2nnc(CNC(=O)c3cccc(Br)c3)n2-c2ccc([N+](=O)[O-])cc2)c1
  1	-1	2
> Brc1cccc(-c2nnco2)c1
  7	.	-4
> Cc1nc(CC(=O)NC2CCN(C(=O)NC3CCCCC3)CC2)cs1
  .	-1	-5
> O=C(CSc1ncc(-c2ccc([N+](=O)[O-])cc2)[nH]1)NC(C(=O)O)(c1ccccc1)c1ccccc1
  -4	-2	2
> CC1=CC[C@@H]2CN(C(=O)c3ccc4c(c3)N(C)C(=O)CO4)C[C@@H]2C1
  -3	0	0
> CN(C)Cc1ccc(-c2ccc3nc[nH]c(=O)c3c2)cc1
  10	.	0
> COc1ccccc1OCCC(=O)NCc1cccc(N(C)C)c1
  7	.	1
> COC(=O)c1cccc(CNC(=O)NCc2ccoc2C)c1
  -4	.	3
> COc1ccc(N2CCN(C3CCCN(Cc4cccn4-c4nccs4)C3)CC2)cc1 (centres undefined)
  12	-9	-5

Other compounds follow.
Results follow in this order: NPYLR7 ag	mcGAS lum	hcGAS lum
> O=c1c(N=Nc2c(Cl)cc([N+](=O)[O-])cc2Cl)c(-c2ccccc2)[nH]n1-c1ccccc1
  2	-5	-6
> CC(C)c1ccc(CN(C)S(=O)(=O)c2ccc(Cl)c([N+](=O)[O-])c2)cc1
  2	.	-2
> N#Cc1ccccc1OCCCn1cnc2ccccc2c1=O
  -7	.	-1
> O=C1c2ccc([N+](=O)[O-])cc2C(=O)N1Cc1ccc(F)cc1
  13	-5	-16
> N#CCc1ccc(NC(=O)CN2C(=O)CCCc3ccccc32)cc1
  -1	.	0
> CCCC(=O)Nc1c(-c2ccc(OC)cc2)nc2cc(C)ccn12
  -5	-8	-7
> CCCCNc1nc2c(c(=O)n(C)c(=O)n2C)c2oc(C)nc12
  -1	.	-4
> CC1ON=C(c2ccccn2)N(Cc2ccccc2)C1=O (centres undefined)
  7	.	0
> CC(C)(C)C(=O)ON1C(=O)c2ccccc2C1=O
  -3	0	0
> CCCc1nc2sc3c(c2c(=O)n1NC(=O)c1ccc([N+](=O)[O-])cc1)CC(C)(C)OC3
  1	.	-4
> CCOC(=O)c1c(C)[nH]c(C(=O)N2CCC(O)(c3ccc(C)cn3)CC2)c1C
  7	-18	-4
> CCNS(=O)(=O)c1cccc(C(=O)NC(C)(C)c2ccc3c(c2)OCCO3)c1
  0	.	-4
> COc1ccc(-c2cc(N)n(-c3ccc(C(=O)N[C@H](C)C(C)(C)C)cc3)n2)cc1
  -9	0	-1
> CCN1CCCC(NC(=O)COc2nn(C)c3nc(C)cc(C)c23)C1 (centres undefined)
  4	-11	-2
> CCCCNC(=O)C1(C)CCN1C(=O)c1cc(-c2cccs2)oc1C (centres undefined)
  -5	-2	-2
> CN(C(=O)c1cn(Cc2ccc(Cl)cc2)nn1)C1CCCc2ccccc21 (centres undefined)
  23	.	-7
> CCc1nc(Sc2ccc(C=O)cc2[N+](=O)[O-])n[nH]1
  2	.	-9
> Cc1ccnc(N2CCCC(Cc3ccc(F)cc3F)(C(=O)O)C2)n1 (centres undefined)
  1	-10	-2
> O=C(Cc1csc(Nc2ccccc2)n1)NCCC1=CCCCC1
  10	.	-11
> Cn1c(SCC(=O)NC2CC2)nc2sc3c(c2c1=O)CCCC3
  -3	.	10

5 compounds picked at random from the list so far:
Results follow in this order: NPYLR7 ag	mcGAS lum	hcGAS lum
> CCNS(=O)(=O)c1cccc(C(=O)NC(C)(C)c2ccc3c(c2)OCCO3)c1
  0	.	-4
> Cn1c(SCC(=O)NC2CC2)nc2sc3c(c2c1=O)CCCC3
  -3	.	10
> CN(C(=O)c1cn(Cc2ccc(Cl)cc2)nn1)C1CCCc2ccccc21 (centres undefined)
  23	.	-7
> COc1ccc(-c2cc(N)n(-c3ccc(C(=O)N[C@H](C)C(C)(C)C)cc3)n2)cc1
  -9	0	-1
> O=C(Cc1csc(Nc2ccccc2)n1)NCCC1=CCCCC1
  10	.	-11

Carrying on.
Results follow in this order: NPYLR7 ag	mcGAS lum	hcGAS lum
> Cc1ccccc1CN1CCC(CN(Cc2cccnc2)C(=O)C2=NN(C)C(=O)CC2)CC1
  7	.	-6
> Cc1cc(C)n2nc(SC(C)C(=O)N(C)C3CCCCC3)nc2n1 (centres undefined)
  0	.	-7
> C=CCN(Cc1nccn1Cc1ccc(F)c(F)c1)C(=O)c1ccc(F)cc1
  1	0	3
> CN1C(C(=O)NCC2CCCO2)=CC(c2cccs2)=NS1(=O)=O (centres undefined)
  2	.	-2
> O=C(c1ccc(-c2ncn[nH]2)cc1)N1CCCC(CCc2c(F)cccc2F)C1 (centres undefined)
  0	.	2
> CO/N=C(/C(=O)O)c1cn2cc(Br)ccc2n1
  2	.	10
> COC(=O)c1c(NC(=O)CC2Sc3ccccc3NC2=O)sc2c1CCC(C)C2 (centres undefined)
  -3	-3	-5
> NC(=O)N/N=C1/CCCCC(O)CCC1 (centres undefined)
  -3	.	-6
> O=C(Nc1cc(Cl)ccc1-c1nc2ccccc2[nH]c1=O)c1cccc(F)c1
  -2	.	-12
> CCOc1ccccc1C(=O)NCc1ccc(-c2ncc(-c3ccc(F)cc3)[nH]2)cc1
  -8	2	2
> CCC(=O)NCCn1c(C)cc2ccccc21
  -1	.	-8
> CC(=O)N1CCC(N(C)Cc2nc(-c3cccnc3)no2)CC1
  .	-10	-8
> CCS(=O)(=O)Oc1cc(CN(CCOC)C(=O)c2ccco2)ccc1OC
  21	-6	-4
> CC(NC(c1ccc2c(c1)OCCO2)C(C)C)C(=O)Nc1ccc(C#N)cc1 (centres undefined)
  1	.	-4
> O=C(C1=COCCO1)N(CCn1cccn1)c1nc2c(F)cccc2s1
  -15	-8	-1
> Cn1c(=O)c2c(nc(N3CCOCC3)n2Cc2ccccc2Cl)n(C)c1=O
  -6	.	3
> O=C1OC(c2ccc(Cl)cc2)=N/C1=C\N1CCCCC1
  -4	-4	-1
> COc1ccccc1CCC(=O)Nc1cnn(CC(=O)NC2Cc3ccccc3C2)c1
  18	-8	0
> CC(C)(C)CC(C)(C)Nc1c(-c2ccccc2)nc2ccc(Br)cn12
  14	-8&-6	-9&-8
> N#CC(=C(O)CSc1nnc2sc3ccccc3n12)c1nc2ccccc2[nH]1
  5	-7	-12
> CC(c1cccc(-c2ccc(Cl)c(C(=O)O)c2)c1)N1CCCC1 (centres undefined)
  6	.	-7
> CC1CCN(C(=O)CCc2csc(NC(=O)c3ccc[nH]c3=O)n2)CC1
  -5	-14	-9
> O=C1C(N2CC[C@@H](O)C2)CCCN1c1ccc(OC(F)F)cc1 (some centres undefined)
  4	-6	-13
> CCC(C)C(C(=O)OCc1nc(N)nc(N)n1)c1ccccc1 (centres undefined)
  -2	.	-11
> CCc1[nH]nc(NC(=O)c2cncc(C)c2)c1Br
  12	.	-12
> Cc1cccc(-n2c(SCc3ccc(C(=O)NCC(C)C)cc3)nnc2-c2cccs2)c1
  9	-5	-3
> COc1cccc(C(C[N+](=O)[O-])c2c(C)[nH]n(-c3ccccc3)c2=O)c1 (centres undefined)
  4	.	-7
> COc1cc2nc(-c3cccc(Br)c3)oc(=O)c2cc1OC
  2	-9	-5
> COCCN1C[C@@H]2C[C@@H](C(N)=O)N(C(=O)C3CC3)c3cccc(c32)C1=O
  3	-6	2
> CC(C)CN(CC(=O)N1CCc2sccc2C1COc1ccccc1F)C(=O)c1cccc(Cl)c1 (centres undefined)
  -2	-5	-3
> c1ccc(CC2c3nc[nH]c3CCN2Cc2cccc3nonc23)cc1 (centres undefined)
  1	.	-6
> CC(C)CN1C(=O)N(C)C(=O)C12CCN(Cc1nc(-c3ccccc3)cs1)CC2
  14	-7	-6
> NCCc1ccc(S(N)(=O)=O)s1
  6&6	-7	-8&-3

From PubChem BioAssay
